b-catenin transl: modulators of beta-catenin nuclear translocation; HeLa beta-catenin nuclear translocation, immunofluorescence imaging; nuclear translocation activity, % at 5 µM; actives 0.3% (n = 190,000); AID 1665;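 active = nuclear translocation activity above 50% at 5 µM, with a well cell count of 50 or more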;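 also: per-cell ratio of nuclear to cytoplasmic median beta-catenin stain intensity; plate controls were DMSO negative control for no effect and GSK-3 inhibitor IX positive control for full effect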
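Assay system: human HeLa cells, native beta-catenin; doses: 5 µM primary, 0.02–20 µM confirmation; incubation: compound treatment 24 h, 37°C, 5% CO2; technique: fluorescence imaging of beta-catenin antibody stain plus DAPI; measure: % activation, nuclear-to-cytoplasmic median beta-catenin signal ratio per cell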
Dynein transport: dynein cargo transport inhibition. z-score, hits read low. 3617.4 mouse cells, GR-EGFP nuclear translocation imaging; test concentration mostly 20 µM; stimulated with dexamethasone, 1 µM; stronger effect = lower value. actives 0.47% (n = 220,000). AID 1381;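 active = plate z-score of nuclear minus cytoplasmic receptor signal below a set negative limit, without overly bright fluorescence or cell loss, cut at about -3.5 in these data, passing the limit was not always enough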;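 also: z-score of nuclear minus cytoplasmic ring GR-EGFP intensity difference per well; some compounds called inactive have numbers as strong as hits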
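Buffer or medium: tetracycline-free induction medium containing charcoal-stripped FBS / Reagent: dexamethasone agonist, 1.0 µM final, for 30 min / Technique: automated 10x imaging of fixed Hoechst-stained cells / Times: induction 48 h, compound 1 h, agonist 30 min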
Yfh1-off respiration: mitochondrial function rescue without frataxin homolog – Friedreich's ataxia, plus single-dose screen, dose response (AID 1465) | actives 0.074% (n = 220,000) | S. cerevisiae Yfh1-off respiration, WST-1 reduction, 72 h; higher fold induction means a stronger effect | fold induction at 50 µM; hits with a dose series show EC50 in µM;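 active = fold induction of absorbance versus untreated yeast above a set limit, then at least 30% activation at any dose in follow-up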;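 also: activators that raise dye reduction in frataxin-depleted yeast; strong numbers were not always called active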
NOD2 inhibition: inhibition of NOD2-driven NF-kB reporter – cell-based, luminescence, uHTS, HEK293 (AID 1566); HEK293 NOD2/NF-kB luciferase reporter, luminescence; higher % means a stronger effect; inhibition, % at 4 µM; hits with a dose series show EC50 in µM; actives 0.63% (n = 290,000); in the data active = inhibition above about 50%; also: many of its hits are not listed in these tables
MT stabilizer: stabilizes microtubules in HeLa cells | HeLa tubulin immunostaining HCS, 24 h; share of cells brighter than vehicle mean+2SD | % tubulin-high responders, % at 10 µM | actives 0.83% (n = 200,000);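 active = plate Z-score above 3 for both tubulin-high and condensed-nucleus cell shares, with cell loss under 80%, at 10 µM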;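 also: anti alpha tubulin signal scored within the nucleus-defined area of each cell; some results filed as inactive read as strong as hits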
Insulin prom up: MIN6 insulin promoter up-regulation | MIN6 insulin promoter-GFP reporter, high-content imaging; stronger effect = higher value | z-score at 5 µM | actives 0.3% (n = 190,000) | AID 1625;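 active = z-score above 3 at 5 µM with at least 500 cells counted in the well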
Autophagy HCS: modulators of autophagy; calls only at 10 µM (by protocol); MEF GFP-LC3 puncta imaging; test concentration mostly 10 µM; AID 463193; actives 0.98% (n = 190,000);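 active = percentage of spot-positive cells more than 3 SD above its plate mean, without a fluorescence outlier flag or 80% toxicity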;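 also: spot-positive cell cutoff set from DMSO-treated cells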
Hep lipid drop: hepatic lipid droplet formation modulation; inhibition, % at 6.5 µM; AML12 mouse hepatocytes, oleate lipid droplets, BODIPY imaging; actives 0.4% (n = 240,000);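 active = lipid droplet intensity inhibited by at least 50%, with more than 500 cells counted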
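material = mouse AML12 hepatocyte cell line, fixed after treatment | also added = 100 µM oleic acid challenge | doses = compound at 6.5 µM only | schedule = overnight exposure | technique = Image-based BODIPY and DAPI two-channel analysis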
WT yeast gro inh: growth inhibition of WT yeast, mitochondrial fusion screen; inhibition, % at 10 µM; actives 2.1% (n = 190,000); mitochondrial fusion phenotypic screen, WT strain; in the data active = inhibition above about 58%; tested in S. cerevisiae
WT yeast gro inh mutant strain: second read-out of WT yeast gro inh, no call of its own (marks repeat the call); inhibition, %; mitochondrial fusion phenotypic screen, mutant strain inhibition
Dynein transport cytoplasmic EGFP: also measured in Dynein transport; calls as there; z-score; measured here: cytoplasmic GR-EGFP intensity; stronger effect = higher value
Dynein transport nuclear GR-EGFP: also measured in Dynein transport; calls as there; z-score; measured here: nuclear GR-EGFP intensity;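 lower value marks the stronger effect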
Dynein transport cell count: recorded beside Dynein transport, whose call it bears; z-score; measured here: cell count per field
Insulin prom up cell count: further read-out of Insulin prom up, marked with its call; cell count; measured here: cytotoxicity, nuclei count;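 total cells summed across four imaged fields per well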
Hep lipid drop cells 6.5 µM: recorded beside Hep lipid drop, whose call it bears; cell count; measured here: cell count, cytotoxicity flag;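 cells counted across two imaged fields per well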
b-catenin transl cell count 5 µM: also measured in b-catenin transl; calls as there; cell count; measured here: cell count, cytotoxicity flag
MT stabilizer Hoechst-high %: further read-out of MT stabilizer, marked with its call; % Hoechst-high responders; measured here: nuclear condensation Hoechst responders;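 share of cells brighter than vehicle mean plus two SD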
MT stabilizer cytotoxicity %: second read-out of MT stabilizer, no call of its own (marks repeat the call); toxicity, %; measured here: cytotoxicity by cell density;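 0% = mean cell density of plate MIN control wells and 100% = no cells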
Autophagy HCS cell loss 18 h: also measured in Autophagy HCS; calls as there; toxicity, %; measured here: cell loss, nuclei count;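 cell loss after 18 h compound exposure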
Active calls of the source: *; i = inactive; nt = no result given.

SMILES	b-catenin transl	b-catenin transl cell count 5 µM	Dynein transport	Dynein transport cytoplasmic EGFP	Dynein transport nuclear GR-EGFP	Dynein transport cell count	Yfh1-off respiration	NOD2 inhibition	MT stabilizer	MT stabilizer Hoechst-high %	MT stabilizer cytotoxicity %	Insulin prom up	Insulin prom up cell count	Autophagy HCS	Autophagy HCS cell loss 18 h	Hep lipid drop	Hep lipid drop cells 6.5 µM	WT yeast gro inh	WT yeast gro inh mutant strain
CCc1ccc(NP(=O)(Oc2ccccc2F)Oc2ccccc2F)cc1	4.2	1083	-0.21	-0.32	0.17	0.4	i	-2%	3.1	2.2	7.2	-1.1	1162	i	-5	-28	697	62*	29*
COC(=O)C(=O)N1CC2(C)CNCC(C)(C1)C2=O	0.8	986	-0.11	-0.27	0.18	0.51	i	4%	3.1	1.9	9.4	0.35	1430	i	-16	-4	673	-20	-7
Cc1cccc(OP(N)(=O)Oc2cccc(C)c2)c1	-0.8	1371	-0.83	-0.22	-0.01	0.64	i	5%	nt	nt	nt	0.06	1029	nt	nt	-11	743	nt	nt
CC(=O)Nc1nnc(CCN(CCc2nnc(NC(C)=O)s2)[N+](=O)[O-])s1	-0.4	1308	1.7	-0.11	2.1	-2.4	i	9%	nt	nt	nt	1.2	1107	nt	nt	-8	747	nt	nt
O=C(NCC(c1cccnc1)N1CCOCC1)Oc1ccccc1 (stereo not given)	-1.7	1197	0.22	-0.12	0.86	-0.91	i	18%	2.1	1.7	11	nt	nt	i	0	-6	741	-2	-3
CCOP(=O)(Cc1cc(C#N)oc1C)OCC	-2.2	530	3.7	-0.22	2.4	-1.4	i	15%	2.6	1.4	5.4	0.32	1322	i	8	16	788	4	18
CC12CN3C(O)C(C)(C1)CC(C)(C2)C3O (stereo not given)	-1.1	689	0.4	-0.21	-0.074	0.41	i	25%	1.3	0.6	1.1	-0.35	1454	i	-2	nt	nt	-6	9
Clc1ccc(COC(Cn2ccnc2)c2ccc(Cl)cc2Cl)c(Cl)c1 (stereo not given)	0.5	506	0.45	-0.13	0.44	-1.4	i	16%	4.2	4.3	8.5	nt	nt	i	15	-27	650	94	96
N#CCCn1cc(C(=O)Nc2ccc(F)cc2)c(-c2ccc([N+](=O)[O-])cc2)n1	-0.6	1507	-0.67	-0.27	-0.21	0.47	i	-5%	1.7	1.5	5.0	0.36	1593	i	18	nt	nt	2	3
Nc1cc(N2CCNCC2)ccc1[N+](=O)[O-]	2.8	926	0.022	-0.24	0.21	0.017	i	3%	2.3	3.1	7.4	-0.28	1391	i	-7	22	756	2	7
CC12CN3CC(C)(CN(C1)P3(=O)Oc1ccccc1)C2=O (stereo not given)	-3.3	893	0.047	0.11	0.26	-0.88	i	-10%	3.1	1.3	2.8	0	1240	i	-8	nt	nt	5	5
O=[N+]([O-])c1cc2c(cc1CNCCc1ccc3c(c1)OCO3)OCO2	nt	nt	-0.95	-0.24	-0.68	0.44	nt	-25%	3.9	2.7	4.9	0.12	1238	i	-7	-12	666	-4	3
O=C(c1cccs1)C1CN2CCC1CC2 (stereo not given)	1.1	1075	-0.35	-0.28	-0.8	0.62	i	-1%	1.9	2.2	9.8	-0.31	1215	i	0	14	659	6	-1
O=C(CCl)Nc1nccs1	2.5	1238	-2.6	0.2	-0.77	0.73	i	-3%	nt	nt	nt	0.17	1033	nt	nt	-4	711	nt	nt
COc1ccc2[nH]c(C)c(CCNCc3cc(OC)c(OC)c(OC)c3)c2c1	-0.2	1113	-0.48	-0.31	-0.42	0.61	i	7%	2.9	2.8	6.6	-0.54	1249	i	7	-4	688	-13	-7
C=CCn1c(O)c(C(C)=NCCc2c[nH]c3ccccc23)c(=O)[nH]c1=O	-0.5	1290	-0.81	-0.2	-0.092	0.71	i	20%	nt	nt	nt	nt	nt	nt	nt	25	688	nt	nt
O=C(Cn1ncc2c3ccccc3n(Cc3cccc(Cl)c3)c2c1=O)N1CCC2(CC1)OCCO2	0.9	1158	-0.43	-0.05	0.55	0.16	i	8%	5.0	2.5	11	-0.82	1246	i	17	2	723	24	1
CN1CCC2(CC1)CC(NC=O)c1ccccc1O2 (stereo not given)	-1.5	1425	-0.31	-0.36	-0.45	1.4	i	1%	3.6	1.6	7.9	0.86	1414	i	-9	11	692	-3	7
COc1ccc(CN2C(=O)NC(=O)/C(=C\c3ccco3)C2=O)cc1	-3.2	1096	-0.56	-0.2	-0.24	-0.071	i	-14%	3.6	2.1	6.5	1.3	1244	i	-11	nt	nt	0	-2
COc1cc(N2CCOCC2)ccc1/C=C1\C(=O)NC(=O)N(C2CCCCC2)C1=O	-0.5	953	-0.49	0.25	0.051	1.5	i	12%	2.9	1.4	5.7	0.22	1337	i	26	5	684	2	-2
CN1CCN(CCC(=O)OC2CC3CCC(C2)N3C)CC1 (stereo not given)	10	476	1.3	0.0067	0.37	-0.032	i	7%	3.8	2.3	5.3	nt	nt	i	8	2	733	-1	-11
CC12CN3CCN(C1)CC(C)(C3)C2=NO	-17	1196	-0.46	-0.18	-0.3	-0.066	i	-3%	1.4	1.4	12	nt	nt	i	2	11	780	nt	nt
Cc1cc(C(=O)O)c(C)n1C1CC1	0.0	1395	1.1	-0.16	1	-1.1	i	3%	nt	nt	nt	nt	nt	nt	nt	-14	698	nt	nt
CCOC(=O)C1=CC(=C2C(=O)N(CC)C(=S)N(CC)C2=O)c2ccccc2O1	-2.3	1121	-0.98	-0.23	0.18	0.21	i	18%	1.2	2.0	5.5	0.73	1244	i	6	16	715	4	9
Cn1c(O)c(C(=O)c2ccccc2Cl)c(=O)n(C)c1=O	-0.7	935	-0.15	-0.21	0.15	-0.49	i	-5%	3.0	1.7	1.9	1.2	1084	i	-2	nt	nt	-17	10
Cc1c(N=Cc2c(O)n(Cc3ccccc3)c(=O)[nH]c2=O)c(=O)n(-c2ccccc2)n1C	-1.5	579	0.017	-0.29	0.62	0.77	i	-3%	2.1	1.3	8.8	0.12	1309	i	-4	-7	730	-6	-13
CCOC(=O)C(O)(c1ccc(N(CC)C(=O)OC)cc1)C(F)(F)F (stereo not given)	nt	nt	0.22	-0.26	0.22	0.85	i	-1%	3.8	2.2	1.2	1.4	1259	i	-1	11	737	-7	-9
CN(C)C(=O)Oc1ccc(C(=O)c2ccccc2)cc1	0.1	915	-0.38	-0.25	-0.17	1.5	i	3%	3.5	3.1	4.7	nt	nt	i	-11	13	725	1	-2
COCCN1C(=O)NC(=O)/C(=C\c2ccc(Br)cc2)C1=O	-1.0	1064	-0.25	-0.21	-0.72	0.19	i	1%	1.7	2.3	7.3	0.79	1194	i	4	21	701	-1	1
O=C(c1ccc(CNS(=O)(=O)c2ccccc2)cc1)N1CCC2(CC1)OCCO2	-2.9	1179	-1.3	-0.4	-0.6	0.46	nt	1%	2.4	1.7	3.6	nt	nt	i	14	-15	717	6	7
O=c1[nH]c(=O)n(Cc2ccco2)c(O)c1C=NCc1cccs1	-4.9	1232	-1.3	-0.22	-0.71	1	i	14%	2.6	2.3	5.7	-0.44	1353	i	-4	19	765	0	21
CN(C)P(=NC(=S)c1cccn1C)(N(C)C)N(C)C	0.1	1078	-0.47	-0.25	-0.035	0.71	i	1%	5.1	2.3	4.8	-0.83	1747	i	20	3	670	7	4
Cc1ccccc1-n1c(O)c(/C=N/NC(=O)c2ccccc2O)c(=O)[nH]c1=S	0.3	1475	-1.1	-0.28	-0.47	1.1	i	-8%	nt	nt	nt	0.79	1025	nt	nt	0	697	nt	nt
Cc1ccc(CN2CCCC(C(=O)c3cccc(C(F)(F)F)c3)C2)o1 (stereo not given)	-2.6	1125	-0.93	-0.23	-0.58	0.54	i	8%	1.4	1.3	2.8	-0.02	1383	i	9	-9	649	15	22
Cc1ccc2nc(C)n(-c3ccc(F)cc3)c(=O)c2c1	-1.2	1101	0.48	-0.38	0.17	-0.55	i	3%	1.5	1.5	8.6	-0.29	1265	i	1	16	705	3	3

5 consecutive records out of the list so far:
SMILES	b-catenin transl	b-catenin transl cell count 5 µM	Dynein transport	Dynein transport cytoplasmic EGFP	Dynein transport nuclear GR-EGFP	Dynein transport cell count	Yfh1-off respiration	NOD2 inhibition	MT stabilizer	MT stabilizer Hoechst-high %	MT stabilizer cytotoxicity %	Insulin prom up	Insulin prom up cell count	Autophagy HCS	Autophagy HCS cell loss 18 h	Hep lipid drop	Hep lipid drop cells 6.5 µM	WT yeast gro inh	WT yeast gro inh mutant strain
O=c1[nH]c(=O)n(Cc2ccco2)c(O)c1C=NCc1cccs1	-4.9	1232	-1.3	-0.22	-0.71	1	i	14%	2.6	2.3	5.7	-0.44	1353	i	-4	19	765	0	21
CN(C)P(=NC(=S)c1cccn1C)(N(C)C)N(C)C	0.1	1078	-0.47	-0.25	-0.035	0.71	i	1%	5.1	2.3	4.8	-0.83	1747	i	20	3	670	7	4
Cc1ccccc1-n1c(O)c(/C=N/NC(=O)c2ccccc2O)c(=O)[nH]c1=S	0.3	1475	-1.1	-0.28	-0.47	1.1	i	-8%	nt	nt	nt	0.79	1025	nt	nt	0	697	nt	nt
Cc1ccc(CN2CCCC(C(=O)c3cccc(C(F)(F)F)c3)C2)o1 (stereo not given)	-2.6	1125	-0.93	-0.23	-0.58	0.54	i	8%	1.4	1.3	2.8	-0.02	1383	i	9	-9	649	15	22
Cc1ccc2nc(C)n(-c3ccc(F)cc3)c(=O)c2c1	-1.2	1101	0.48	-0.38	0.17	-0.55	i	3%	1.5	1.5	8.6	-0.29	1265	i	1	16	705	3	3

High-throughput results: PubChem, several laboratories

Not all compounds are listed, so the mix of outcomes need not match the whole.
